Screens (PubChem BioAssay)
NALP1 inh: NALP1 inflammasome inhibitors in reconstituted yeast, colorimetric, S. cerevisiae, triplicate retest | S. cerevisiae NALP1/ASC/caspase-1 growth, X-gal OD620, 72 h | inhibition, % at 10 µM | actives 0.61% (n = 280,000) | AID 2071, 2009; in the data active = inhibition mostly above about 24%, no sharp cut-off; inactive = mostly below about 32%; also: some compounds called inactive have numbers as strong as hits
GalR3 antagonist: GalR3 antagonists in HEK293 cells, primary screen, cell-based, fluorescence readout | HEK293 GalR3-CNG cAMP membrane potential fluorescence; galR3 body fused to GalR1 C-terminus | AID 651719, 2012 | inhibition, % at 3 µM | actives 0.44% (n = 360,000);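 active = inhibition above the screen-wide average plus 3 SD, cut at about 13% in these data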;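 also: forskolin and galanin both at EC90 stimulate the cells; cAMP rise reported by CNG channel membrane potential dye signal; 0% = forskolin plus galanin with DMSO and 100% = forskolin alone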
Target sequence (O60755 1-299 limits assumed): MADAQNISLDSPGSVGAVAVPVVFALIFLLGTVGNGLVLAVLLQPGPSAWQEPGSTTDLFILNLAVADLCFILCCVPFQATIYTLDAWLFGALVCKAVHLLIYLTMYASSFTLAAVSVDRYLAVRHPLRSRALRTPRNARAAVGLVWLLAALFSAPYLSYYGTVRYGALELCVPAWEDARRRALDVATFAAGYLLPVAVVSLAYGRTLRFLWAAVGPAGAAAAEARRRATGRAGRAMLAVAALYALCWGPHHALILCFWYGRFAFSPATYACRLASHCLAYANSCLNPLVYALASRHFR
V1aR counter: agonists of human V1a receptor, primary screen, counter-screen for OXTR agonist project, fluorescence, CHO-V1R cells | Vasopressin V1a receptor (Homo sapiens), P37288 | Fluo-8 calcium fluorescence, agonist mode; 0% DMSO, 100% 3 nM vasopressin | activation, % at 3 µM | actives 0.25% (n = 320,000);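 active = activation above the mean activation of all tested compounds plus 3 SD, per screening run, cut at about 20% in these data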;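 also: signal is peak over basal fluorescence ratio across a 100 second FLIPR read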
Target sequence (P37288 whole entry, looked up): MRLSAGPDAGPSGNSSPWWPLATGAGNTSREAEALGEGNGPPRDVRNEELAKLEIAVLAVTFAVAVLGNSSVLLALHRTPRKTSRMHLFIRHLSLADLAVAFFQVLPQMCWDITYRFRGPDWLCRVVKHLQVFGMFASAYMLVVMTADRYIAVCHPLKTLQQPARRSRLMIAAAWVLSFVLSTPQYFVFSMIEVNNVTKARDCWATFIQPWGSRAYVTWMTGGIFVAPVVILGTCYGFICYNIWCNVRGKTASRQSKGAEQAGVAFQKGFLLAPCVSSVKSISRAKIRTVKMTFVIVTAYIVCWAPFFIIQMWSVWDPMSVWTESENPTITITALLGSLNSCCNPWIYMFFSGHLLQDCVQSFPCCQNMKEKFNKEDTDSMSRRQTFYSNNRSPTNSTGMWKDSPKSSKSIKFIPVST
OXTR potentiate: human OXTR potentiators, primary screen, fluorescence, CHO-OTR cells, Fluo-8 calcium | actives 0.061% (n = 320,000) | activation, % at 3 µM | Fluo-8 calcium fluorescence, potentiator mode; 0% = oxytocin EC15, 100% = EC100 | AID 2445, 2010;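 active = activation above that plate's cutoff, the mean activation of tested compounds plus 3 SD, cut at about 6.6% in these data, passing the limit was not always enough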;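 also: 100% uses oxytocin at 75 nM as the full agonist control; some results filed as inactive read as strong as hits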
Target sequence (P30559 whole entry, looked up): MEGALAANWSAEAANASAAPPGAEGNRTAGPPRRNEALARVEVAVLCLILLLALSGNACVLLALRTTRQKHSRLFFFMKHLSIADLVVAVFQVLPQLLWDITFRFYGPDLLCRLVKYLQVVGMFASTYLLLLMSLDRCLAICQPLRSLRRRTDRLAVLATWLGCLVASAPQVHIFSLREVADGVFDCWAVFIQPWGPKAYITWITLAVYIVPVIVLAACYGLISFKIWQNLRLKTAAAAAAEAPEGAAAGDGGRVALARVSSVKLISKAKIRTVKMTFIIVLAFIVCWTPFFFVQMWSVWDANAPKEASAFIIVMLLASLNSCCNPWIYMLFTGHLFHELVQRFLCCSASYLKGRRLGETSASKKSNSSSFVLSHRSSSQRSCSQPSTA
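Measured by – Fluo-8 calcium dye fluorescence · Test system – human OTR in CHO cells · Dosing – one concentration, 3.0 µM compound · Controls – EC15 oxytocin alone as 0%, 75 nM oxytocin as 100% · Evaluation – normalized max/min fluorescence ratio, % activation · Timing – 6 min pre-incubation, 100 s read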
MEKK2 mut-MEK5: MEK5 binding signal on mutant MEKK2 PB1, primary screen, biochemical, multiplex bead flow cytometry, Alexa488-MEK5 | Alexa488-MEK5 binding to MEKK2 mutant | percent response, % at 10 µM | actives 0.35% (n = 290,000) | AID 1530, 2009; in the data active = percent response above about 24%, passing the limit was not always enough; also: inactives centre near 1; some results filed as inactive read as strong as hits
OXTR agonist: human OXTR agonists, primary screen, fluorescence, CHO-OTR cells, Fluo-8 calcium; Oxytocin receptor (Homo sapiens), P30559; Fluo-8 calcium fluorescence; normalized: DMSO 0%, oxytocin 100%; activation, % at 3 µM; actives 0.32% (n = 320,000); AID 2435, 2010;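 active = activation above the mean of all tested compounds plus 3 SD, cutoff set per screening run, cut at about 20% in these data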;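 also: peak over basal fluorescence ratio from a 100 s FLIPR kinetic read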
M18AAP inhibitor: PfM18AAP inhibitors, malaria aminopeptidase, primary screen, biochemical, QFRET, recombinant enzyme; M18 aspartyl aminopeptidase (Plasmodium falciparum 3D7); H-Glu-NHMec fluorogenic cleavage; inhibition, % at 7.35 µM; actives 1.2% (n = 290,000); AID 1822, 2009;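 active = inhibition above the campaign mean inhibition over all tested compounds plus 3 SD, cut at about 28% in these data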;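 also: 0% = plate median of test compound wells and 100% = 2 mM ZnCl2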
GPR7 antagonist: GPR7 receptor antagonists, primary screen, cell-based, fluorescence, single concentration; AID 1861, 2009; GPR7-expressing cells, fluorescence antagonist assay; inhibition, % at 4.4 µM; actives 1.1% (n = 290,000); in the data active = inhibition above about 16%, passing the limit was not always enough;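 also: cells stimulated with the agonist NPW; 0% = agonist with vehicle and 100% = vehicle without agonist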
MEKK2wt PB1 HTS: modulators of MEK5 binding to wildtype MEKK2, primary screen, biochemical, multiplex bead flow cytometry, Alexa488-MEK5; Alexa488-MEK5 binding to MEKK2 WT; actives lie on both sides; binding response (% of control), % at 10 µM; Mitogen-activated protein kinase kinase kinase 2 (Homo sapiens), Q9Y2U5; actives 1.1% (n = 290,000); in the data active = binding response below about 67% or above about 130%
Starred values were filed as active, the others as inactive; · = not tested or not shown. Not a hit list. About 4.1% of those tested had a hit in this group.

SMILES | NALP1 inh | GalR3 antagonist | V1aR counter | OXTR potentiate | MEKK2 mut-MEK5 | OXTR agonist | M18AAP inhibitor | GPR7 antagonist | MEKK2wt PB1 HTS
CN(C)S(=O)(=O)c1ccc(NC(=O)COc2ncnc3sccc23)cc1 | -3.9 | 0.1 | 0.3 | 0.7 | 1.0 | 0.0 | -10.7 | -2.7 | 97.0
Cc1ccc(C(C)C)c(OCC(=O)NN=C2CCCCCCC2)c1 | 10.0 | -2.5 | -0.5 | 5.9 | 13.0 | -3.0 | 3.6 | 16.6 | 129.0
CCC/C=C(\CCC)C(NC(=O)Cc1ccccc1)c1ccc(C(=O)OC)cc1 (stereo unspecified) | 37.8 | · | 1.8 | -16.3 | -4.0 | 1.8 | 3.1 | 5.8 | 98.0
O=C(NCc1nnc2c3ccccc3c(-c3ccccc3)nn12)c1ccccc1Cl | 34.1 | -6.4 | -0.8 | -13.7 | -2.0 | -1.1 | -2.4 | -1.4 | 69.0
COc1cc(/C=C(\C#N)C(N)=O)ccc1OCc1c(C)no[n+]1[O-] | 22.8 | 7.0 | 1.9 | -0.6 | -7.0 | 1.3 | -6.1 | 13.3 | 92.0
CCOc1cc(/C=N/n2c(COc3ccccc3)n[nH]c2=S)ccc1O | -5.6 | -6.9 | 16.8 | -8.6 | 2.0 | -2.2 | 18.6 | -10.6 | 102.0
COc1ccc(OCC(=O)Nc2cc(OC)cc(OC)c2)cc1 | 20.3 | -5.2 | -1.0 | -5.3 | 0.0 | -2.0 | 2.4 | 0.5 | 92.0
COc1cc(Br)c(CN2CCCN(C)CC2)cc1OC | -11.4 | -0.9 | -0.1 | -7.5 | 13.0 | 0.4 | -7.2 | -18.6 | 117.0
Cc1ccc(O)c(-c2cc(C(=O)NCc3ccncc3)[nH]n2)c1 | 16.1 | -4.8 | 0.2 | -3.6 | 2.0 | 2.9 | 7.7 | -3.3 | 105.0
Cc1ccc(-c2ccc3nnc(SCC(=O)NCC4CCCO4)n3n2)cc1 (stereo unspecified) | -20.6 | -6.6 | -1.3 | -4.8 | 4.0 | -1.8 | -15.8 | -3.4 | 108.0
O=C(c1cc(-c2cccs2)on1)N1CCc2ccccc2C1 | -78.5 | -6.6 | -0.3 | -2.2 | 0.0 | -1.1 | -4.5 | -13.3 | 98.0
Cc1ccc(/C=N/NC(=S)NC(C)C)o1 | -6.1 | 2.4 | -0.5 | -12.8 | 3.0 | -1.2 | 8.2 | -3.5 | 100.0

Rewritten as tab-separated lines: entries from further up
Compound	NALP1 inh	GalR3 antagonist	V1aR counter	OXTR potentiate	MEKK2 mut-MEK5	OXTR agonist	M18AAP inhibitor	GPR7 antagonist	MEKK2wt PB1 HTS
O=C(NCc1nnc2c3ccccc3c(-c3ccccc3)nn12)c1ccccc1Cl	34.1	-6.4	-0.8	-13.7	-2.0	-1.1	-2.4	-1.4	69.0
COc1cc(/C=C(\C#N)C(N)=O)ccc1OCc1c(C)no[n+]1[O-]	22.8	7.0	1.9	-0.6	-7.0	1.3	-6.1	13.3	92.0
CCOc1cc(/C=N/n2c(COc3ccccc3)n[nH]c2=S)ccc1O	-5.6	-6.9	16.8	-8.6	2.0	-2.2	18.6	-10.6	102.0
COc1ccc(OCC(=O)Nc2cc(OC)cc(OC)c2)cc1	20.3	-5.2	-1.0	-5.3	0.0	-2.0	2.4	0.5	92.0

Other results follow:
SMILES | NALP1 inh | GalR3 antagonist | V1aR counter | OXTR potentiate | MEKK2 mut-MEK5 | OXTR agonist | M18AAP inhibitor | GPR7 antagonist | MEKK2wt PB1 HTS
COc1ccccc1-c1nc2n(n1)C(c1ccc(Cl)cc1)C(C(N)=O)=C(C)N2 (stereo unspecified) | -74.7 | -4.8 | -0.9 | -3.9 | -2.0 | -0.4 | -2.5 | -13.4 | 95.0
CCOc1ccc(S(=O)(=O)N2CCC(C(=O)NCCc3ccc(OC)c(OC)c3)CC2)cc1 | 15.1 | -12.8 | 1.3 | 5.3 | 6.0 | -1.1 | -5.1 | -5.2 | 103.0
O=C(C1=C[C@H](c2ccc(C(F)(F)F)cc2)C[C@H](OCc2ccc(CO)cc2)O1)N1CCCCCCC1 | -3.0 | · | 0.5 | -14.1 | 5.0 | -0.4 | 2.8 | -9.6 | 102.0
CC(=O)c1ccc(NC(=S)N2C(C)CCCC2C)cc1 (stereo unspecified) | 10.4 | · | 0.3 | -8.7 | 1.0 | 0.6 | -11.6 | -10.0 | 109.0
Cn1c(=O)oc2cc(S(=O)(=O)NCCC(=O)NCCc3ccccc3)ccc21 | 29.1 | -2.7 | 0.9 | 2.3 | 3.0 | 0.8 | -17.8 | -5.4 | 102.0
O=C(/C=C/c1ccccc1Cl)NC1CCCCC1 | 2.4 | -12.1 | -1.2 | -9.0 | 11.0 | -2.1 | -6.8 | 22.5 | 104.0
CC(C)(C)NC(=O)C(c1ccccn1)N(C(=O)C1CSC(=O)C1)c1ccc(F)cc1 (stereo unspecified) | -7.6 | -0.7 | -0.3 | -5.8 | 1.0 | -0.1 | 1.8 | -3.1 | 103.0
CCCc1nnc(NC(=O)CCC(=O)N2CCN(Cc3cc(Cl)ccc3OC)CC2)s1 | 15.5 | -7.7 | 0.7 | -0.8 | 1.0 | 1.8 | 6.9 | 4.7 | 103.0
O=C(c1ccc2c(c1)CCN2S(=O)(=O)c1ccccc1)N1CCN(c2ccc(F)cc2)CC1 | 0.8 | -2.6 | 5.2 | -4.4 | 5.0 | 1.7 | -5.0 | -0.8 | 98.0
O=C(COc1ccc(Cl)cc1Cl)N/N=C/c1ccc(OC2OC(CO)C(O)C(O)C2O)cc1 (stereo unspecified) | -3.0 | -8.0 | 0.6 | -3.2 | 2.0 | 0.0 | -0.4 | -1.4 | 100.0
O=C(CCc1ccccc1)NC1C2CC3CC(C2)CC1C3 (stereo unspecified) | 9.7 | -10.0 | -0.8 | 1.2 | 12.0 | -2.2 | 0.7 | -12.3 | 109.0
COc1ccc(CCNC(=O)CCc2ccc(S(=O)(=O)NC(C)C)cc2)cc1OC | 4.7 | -6.7 | -0.8 | 3.1 | -1.0 | -0.6 | 5.7 | -0.8 | 96.0
COCCn1c(N)c(N(Cc2ccccc2)C(=O)c2ccc(-c3ccc(Cl)cc3)o2)c(=O)[nH]c1=O | · | 1.4 | -1.9 | 1.5 | · | -2.3 | · | · | ·
Cc1c(Cl)cccc1NC(=O)C1CCCCC1 | -2.8 | -0.2 | 1.4 | 1.9 | -2.0 | -1.7 | -3.0 | -0.3 | 96.0
CC(C)(C)c1cc(NC(=O)c2cccc([N+](=O)[O-])c2)no1 | -14.1 | · | -0.8 | -4.4 | 1.0 | -2.5 | -8.0 | -10.5 | 95.0
Cc1ccc(-c2c[n+](Cc3ccc(Cl)c(Cl)c3)c3n2CCC3)cc1 | 0.0 | -2.2 | 0.7 | 1.0 | 13.0 | 1.5 | 0.6 | 1.6 | 111.0
COc1ccc(/C=N/NC(=O)C(N)=O)c(OC)c1OC | 14.4 | -9.0 | 0.3 | -3.9 | 1.0 | -0.1 | 1.9 | -2.0 | 95.0
CC1(C)Cc2nc3nc(SCC(=O)NCc4ccccc4)n(-c4ccccc4)c(=O)c3cc2CO1 | 4.0 | · | · | · | -2.0 | · | -2.5 | -10.8 | 96.0
CCOC(=O)N1CCN(CC(O)COCc2ccccc2)CC1 (stereo unspecified) | -0.8 | -6.2 | 0.5 | -6.2 | 5.0 | -0.7 | -4.0 | 0.6 | 109.0
CCc1ccccc1NC(=O)CCc1c(C)nc(SC)nc1C | -2.2 | -7.6 | -0.4 | -6.5 | -1.0 | -0.6 | 6.7 | -9.0 | 97.0
Cc1cnc(NC(=O)c2ccccn2)s1 | -11.1 | 0.5 | 8.8 | 0.4 | 2.0 | 0.8 | 16.0 | -17.3 | 97.0
Cc1ccc(N(Cc2ccc(C(=O)NCCSc3ccccn3)cc2)S(C)(=O)=O)cc1C | 30.1 | -5.2 | 3.4 | 1.7 | -2.0 | 2.1 | -6.1 | 2.6 | 92.0
COc1ccc(/C=C/c2ccncc2)cc1OC | 4.8 | -0.6 | 0.2 | -4.5 | 6.0 | -0.6 | -1.0 | -8.0 | 94.0
COc1ccccc1CNc1cncnc1 | 3.1 | 0.5 | 1.0 | -5.2 | 2.0 | 0.9 | 1.5 | -10.1 | 107.0
Cc1nnc(N2CCc3ccccc3C2)[nH]c1=O | · | 0.2 | 1.8 | -11.2 | -9.0 | 2.1 | -6.5 | -6.8 | 88.0
Cc1ccc(C)c(C(=O)Nc2cc(C)nn2-c2nc(C)cc(C)n2)c1 | 16.6 | -3.7 | -0.8 | -10.5 | 1.0 | -2.1 | -3.4 | -8.5 | 100.0
CN(C)CCCN(C(=O)CCc1ccccc1)c1nc2ccc(F)cc2s1 | 25.9 | -0.9 | 4.4 | -7.5 | 5.0 | 11.2 | 1.6 | 9.6 | 135.0
CN(C)CCCO/N=C(\c1ccccc1)c1ccncc1 | 29.6 | -3.9 | 0.9 | -2.5 | 10.0 | 0.8 | 5.1 | -3.1 | 106.0
Cc1nnc(SCc2ccc([N+](=O)[O-])cc2)o1 | 2.2 | -5.5 | 0.6 | -6.5 | -3.0 | -1.1 | -3.9 | 2.7 | 100.0
CCCCN1C(=O)Nc2ccccc2S1=O (stereo unspecified) | 13.3 | -0.5 | -0.3 | -3.6 | -4.0 | -1.2 | 2.9 | 9.4 | 95.0
CCN(C(=O)CN1CCCCC1)c1c(N)n(Cc2ccccc2)c(=O)[nH]c1=O | · | 8.1 | 1.0 | -1.3 | · | 1.3 | · | · | ·
COc1ccc(C(=O)c2c[nH]c(C(=O)NCc3cccnc3)c2)cc1 | 18.5 | -4.5 | 0.3 | -0.5 | 0.0 | 0.5 | -2.5 | -5.5 | 102.0
CC(C)Cc1nnc(NS(=O)(=O)Cc2ccccc2)s1 | 43.6* | -6.5 | 0.8 | -1.1 | 12.0 | 1.0 | -6.7 | -5.8 | 104.0
CNC(=O)c1nn(-c2ccccc2)ccc1=O | 30.4 | 7.9 | -0.1 | -6.1 | 18.0 | 0.4 | -1.7 | 4.5 | 104.0
CCNC(=O)NC(=O)C(C)Sc1nc2cc(C(=O)OC)ccc2c(=O)n1-c1ccccc1 (stereo unspecified) | 10.0 | -0.4 | -1.0 | -6.3 | 16.0 | -1.0 | 4.2 | 6.1 | 104.0
Cc1cc(Br)ccc1NC(=O)CN(C)C(=O)CNC(=O)Cc1ccccc1 | · | -5.1 | 0.6 | 1.6 | · | 0.0 | · | · | ·
O=S(=O)(NCc1ccccc1)c1ccccc1Br | -1.6 | -6.6 | -0.2 | 2.9 | 7.0 | 0.5 | · | · | 90.0
Cc1ccc(S(=O)(=O)N(CCO)c2cc3c(s2)CCCC3)cc1 | -1.0 | -2.7 | -0.2 | -17.7 | 2.0 | -1.7 | -2.3 | 7.6 | 98.0
